mIAP block – inhibitors of mouse IAP, primary screen, biochemical, luminescence, uHTS | purified mouse IAP, CDP-Star luminescence, 30 min | inhibition, % at 10 µM | 330,000 tested, 0.2% active | AID 2806, 2010;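 active means inhibition of at least 40% at 10 µM in the primary screen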;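 further: plate controls were DMSO with enzyme for no effect and no enzyme wells for full effect; values of inactives mirror those of a sister screen read the other way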
ATG4B inh – ATG4B protease inhibitors, primary screen, biochemical, fluorescence, uHTS | Cysteine protease ATG4B (Homo sapiens), Q9Y4P1 | ATG4B cleavage of LC3-PLA2, NBD-HPC fluorescence, 1 h | 340,000 tested, 0.51% active | AID 504462, 2011 | inhibition, % at 8.33 µM; in the data active means inhibition above about 40%
Target sequence (Q9Y4P1 whole entry, looked up): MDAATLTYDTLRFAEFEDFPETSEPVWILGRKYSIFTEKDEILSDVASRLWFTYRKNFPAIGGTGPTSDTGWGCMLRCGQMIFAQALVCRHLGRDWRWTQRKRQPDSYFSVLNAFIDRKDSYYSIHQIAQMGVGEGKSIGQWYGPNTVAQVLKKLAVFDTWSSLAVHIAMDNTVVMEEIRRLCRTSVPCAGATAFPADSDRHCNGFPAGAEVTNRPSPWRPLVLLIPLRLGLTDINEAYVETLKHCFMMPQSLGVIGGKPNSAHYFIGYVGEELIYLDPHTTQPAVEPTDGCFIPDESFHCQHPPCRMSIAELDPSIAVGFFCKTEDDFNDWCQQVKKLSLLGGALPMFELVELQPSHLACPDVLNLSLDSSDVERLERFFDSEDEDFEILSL
HKDC1 inh – HKDC1 hexokinase inhibitors, primary screen, biochemical, fluorescence, uHTS | Q2TB90 | recombinant HKDC1, G6PDH/diaphorase resazurin coupled fluorescence | inhibition, % at 20 µM | 340,000 tested, 0.16% active | AID 493160, 2011;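 active means inhibition above about 35% when tested at 20 µM, limit read from the data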;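 further: plate controls were DMSO wells with enzyme for no effect and DMSO wells lacking enzyme for full effect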
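Material: recombinant HKDC1 hexokinase; Amount: HKDC1 at 5 µg/mL; Medium: Tris pH 8.0 buffer with MgCl2, Tween-20, BSA, BME; Schedule: 90 min reaction incubation at room temperature, dark; Technique: coupled resazurin fluorescence, excitation 525 nm, emission 613 nm.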
APOBEC3A inh – APOBEC3A ssDNA deaminase inhibitors, primary screen, selectivity assay for APOBEC3G inhibitor project, biochemical, FAM/TAMRA oligo cleavage fluorescence; 330,000 tested, 0.41% active; inhibition, % at 20 µM; AID 493011, 2011; recombinant A3A, FAM/TAMRA ssDNA deamination fluorescence; DNA dC->dU-editing enzyme APOBEC-3A (Homo sapiens), P31941;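 active means at least 40% inhibition at 20 µM here, with at most 30% in a related deaminase screen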;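 further: plate controls were A3A with DMSO for no effect and wells lacking A3A enzyme for full effect; some results filed as inactive read as strong as hits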
hIAP activ – human IAP activators, primary screen, biochemical, luminescence, uHTS | activation factor at 10 µM | AID 2524, 2010 | purified human IAP, CDP-Star luminescence, 30 min; active compounds read high; 1 = vehicle-only enzyme, 0 = enzyme-free background | Intestinal-type alkaline phosphatase (Homo sapiens), P09923 | 330,000 tested, 0.16% active;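 active means activation factor of the enzyme at least 2-fold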; further: the source names both 10 and 20 µM as test concentration; values of inactives mirror those of a sister screen read the other way
Target sequence (P09923 whole entry, looked up): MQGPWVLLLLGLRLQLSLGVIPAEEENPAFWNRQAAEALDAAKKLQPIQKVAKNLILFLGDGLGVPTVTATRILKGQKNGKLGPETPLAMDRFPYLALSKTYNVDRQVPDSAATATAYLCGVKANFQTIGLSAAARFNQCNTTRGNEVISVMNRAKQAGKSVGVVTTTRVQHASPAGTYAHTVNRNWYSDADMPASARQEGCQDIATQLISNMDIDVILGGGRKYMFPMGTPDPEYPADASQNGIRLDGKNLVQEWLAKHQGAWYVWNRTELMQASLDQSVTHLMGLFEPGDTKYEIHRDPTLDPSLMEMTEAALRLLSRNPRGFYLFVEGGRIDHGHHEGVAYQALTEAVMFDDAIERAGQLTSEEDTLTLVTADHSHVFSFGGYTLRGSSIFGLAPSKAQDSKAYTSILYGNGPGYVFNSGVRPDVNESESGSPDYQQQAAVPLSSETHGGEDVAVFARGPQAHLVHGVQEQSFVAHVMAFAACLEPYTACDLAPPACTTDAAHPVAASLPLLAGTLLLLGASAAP
hIAP inh – human IAP inhibitors, primary screen, biochemical, luminescence, uHTS; purified IAP, CDP-Star luminescence, 30 min; inhibition, % at 10 µM; 330,000 tested, 0.12% active; AID 2544, 2010;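 active means inhibition reaching a set limit with compound at 10 µM in the primary screen, cut at about 35% in these data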;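 further: plate controls were DMSO wells with enzyme for no effect and no-enzyme buffer wells for full effect; values of inactives mirror those of a sister screen read the other way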
PfG6PD inh – PfG6PD enzyme inhibitors, primary screen, biochemical, fluorescence intensity, uHTS; glucose-6-phosphate dehydrogenase-6-phosphogluconolactonase (Plasmodium falciparum 3D7); PfGluPho enzyme, NADPH resazurin-diaphorase fluorescence; inhibition, % at 20 µM; 350,000 tested, 0.78% active; AID 504690, 2011;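 active means inhibition reaching at least a set limit at 20 µM in the primary screen, cut at about 59% in these data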;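 further: 0% = DMSO wells with substrate and 100% = DMSO wells lacking glucose-6-phosphate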
mIAP act – activators of mouse IAP, primary screen, biochemical, luminescence, uHTS; muIAP, CDP-Star luminescence, 30 min; active compounds read high; 1 = vehicle-only enzyme signal, 0 = enzyme-free wells; AID 2805, 2010; intestinal alkaline phosphatase [Mus musculus]; activation factor at 10 µM; 330,000 tested, 0.24% active;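 active means activation factor of at least 2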; further: the source names both 10 and 20 µM as test concentration; values of inactives mirror those of a sister screen read the other way
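System: mouse IAP enzyme. Reagent: CDP-Star chemiluminescent phosphatase substrate. Benchmarks: DMSO wells, no-enzyme wells. Times: 30 min enzyme-substrate-compound incubation at room temperature. Detection: luminescence from enzymatic CDP-Star hydrolysis. Doses: test compounds delivered from DMSO solution.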
An asterisk follows results filed as active; . = not tested or not shown. No enrichment for hits; 2.4% or so of the library scored in one or more.

# | Structure | mIAP block | ATG4B inh | HKDC1 inh | APOBEC3A inh | hIAP activ | hIAP inh | PfG6PD inh | mIAP act
1 | CSc1ccc(N/N=C(/C#N)S(=O)(=O)C(C)(C)C)cc1 | 9 | -7 | -9 | -5 | 0.9 | 10 | -8 | 0.91
2 | O=C1CCc2cc(S(=O)(=O)Nc3ccccc3)cc3c2N1CCC3 | -1 | 1 | 0 | -1 | 1 | -1 | -12 | 1
3 | C=C(Br)Cn1c(CC(C)C)nc2ccccc21 | 0 | 7 | 5 | 0 | 1.1 | -14 | -7 | 1
4 | O=[N+]([O-])c1cc(Cl)c(O)c2ncccc12 | 20 | -3 | 9 | 7 | 0.79 | 21 | 38 | 0.8
5 | COc1ccc(S(=O)(=O)NCC2CCCN(C(=O)c3ccccc3)C2)cc1 (stereo not given) | 5 | -12 | -6 | 4 | 1 | -2 | -4 | 0.95
6 | COc1ccccc1CNC(=O)CCS(=O)(=O)c1cccs1 | 8 | -5 | -1 | 1 | 1.3 | -26 | -17 | 0.92
7 | O=C(/C=C/c1ccc(OCCCF)cc1)Nc1ccnc(-c2cccnc2)n1 | 0 | 1 | 1 | 3 | 0.95 | 5 | 5 | 1
8 | CC1(CCCN2C(=O)c3ccccc3C2=O)OCCO1 | -11 | -5 | -8 | -5 | 1 | 0 | 6 | 1.1
9 | COc1ccc2c(OC)cc(-c3ccccc3)nc2c1 | 6 | -5 | 2 | 0 | 0.97 | 2 | -7 | 0.94
10 | CCOc1cc(C(c2c(C)[nH][nH]c2=O)c2c(C)[nH][nH]c2=O)cc(Br)c1OC | -1 | 2 | -3 | 8 | 1.4 | -37 | 0 | 1
11 | C=C1CCN([C@@H](CC(C)C)C(=O)NCc2ccc(Cl)c(Cl)c2)S(=O)(=O)c2ccccc21 | -19 | -11 | 1 | -3 | 0.76 | 24 | 26 | 1.2
12 | CN(CC(=O)Nc1c(Cl)cccc1Cl)C(=O)CNC(=O)C1CCCCC1 | 4 | 9 | 0 | -3 | 1.2 | -17 | -6 | 0.96
13 | Cc1csc(/C(=N/OC(=O)c2ccco2)C(N)=O)n1 | 6 | 1 | -7 | -5 | 0.92 | 8 | -9 | 0.94
14 | Cc1cccc(-n2ncc3c2CCCC3NC(=O)CN2CCOC2=O)c1C (stereo not given) | 6 | 7 | -1 | -2 | 0.77 | 23 | -3 | 0.94
15 | O=c1c(-c2ccccc2)c[nH]n1-c1cccc([N+](=O)[O-])c1 | -7 | -1 | -6 | -1 | 1.1 | -11 | 52 | 1.1
16 | CSc1ccc(/C=N/NC(=O)COc2ccc(Br)cc2Cl)cc1 | 0 | -3 | -7 | 1 | 1.2 | -19 | -1 | 0.99
17 | Cc1ncccc1C(=O)N1CCCC(C(=O)c2ccc3c4c(cccc24)CC3)C1 (stereo not given) | 6 | -15 | -8 | 2 | 1 | -2 | 8 | 0.94
18 | COCCCNC(=S)N/N=C/c1ccc2c(c1)OCO2 | 12 | -13 | 0 | 0 | 1.2 | -18 | 7 | 0.89
19 | CC(C)(C)c1ccc(C(=O)NNC(=O)C(=O)N2CCCCC2)cc1 | 14 | 7 | -3 | 1 | 1.3 | -32 | -12 | 0.86
20 | Cc1ccc(-n2c(CNc3cccc(Cl)c3)n[nH]c2=S)cc1 | 5 | -3 | 19 | -3 | 0.75 | 25 | 28 | 0.95
21 | Cc1sc2ncnc(N3CCC(C(=O)N(C)CC(=O)Nc4ccc(Cl)c(C(F)(F)F)c4)CC3)c2c1C | -2 | 9 | . | 2 | 1.2 | -19 | . | 1
22 | CC1=CN2C(=N)/C(=C/c3ccc(Sc4ccc(C)cc4)o3)C(=O)N=C2S1 | 17 | 43* | 4 | 1 | 0.93 | 7 | -23 | 0.83
23 | CCOC(=O)c1c(S(=O)(=O)N2c3ccccc3CC2C)c(C)n(C)c1C (stereo not given) | 2 | 1 | -3 | -1 | 0.82 | 18 | -7 | 0.98
24 | CCc1ccccc1-n1c(SCC(=O)NC)nnc1-c1cccnc1 | -6 | 8 | 1 | -1 | 1 | -3 | -6 | 1.1
25 | COc1ccc(C2N(c3ccc(Cl)cc3)N=C(C(C)=O)N(C)N2C(C)=O)cc1 (stereo not given) | 16 | -21 | -2 | -1 | 0.88 | 12 | 23 | 0.83
26 | NC(=O)CSc1nc(O)cc(=O)n1-c1ccccc1 | 10 | 9 | -6 | -4 | 0.99 | 1 | 15 | 0.9
27 | CN(C)S(=O)(=O)c1cccc(NC(=O)COC(=O)CCC(=O)c2ccc(F)cc2)c1 | -2 | -7 | -3 | -3 | 0.98 | 2 | 1 | 1
28 | COc1ccc(CCNC(=O)COC(=O)C2CC2)cc1 | 0 | -1 | -3 | 1 | 1.1 | -5 | 4 | 1
29 | COc1ccc(N/N=C(/C(N)=O)C2=NC(C)(C)Cc3ccccc32)cc1 | 25 | -5 | -8 | 3 | 0.83 | 17 | 17 | 0.75
30 | O=C(Nc1ccc(-c2ccccc2)cc1)c1ccco1 | 1 | -3 | 0 | 42* | 0.96 | 4 | -9 | 0.99
31 | COc1ccc(S(=O)(=O)N2CCCC(C(=O)N3CCN(C)CC3)C2)cc1Cl (stereo not given) | -10 | -5 | -8 | 2 | 1.2 | -25 | 7 | 1.1
32 | O=C(O)COc1ccc(NC(=O)c2ccc(NC(=O)c3ccco3)cc2)cc1 | -3 | -6 | -8 | 2 | 1 | -4 | 0 | 1
33 | CCN(CC)C(=O)c1cccc(NC(=O)CC23CC4CC(CC(C4)C2)C3)c1 | -11 | -2 | -2 | 7 | 1.1 | -6 | 2 | 1.1
34 | COCCCNC(=O)c1ccc(CS(=O)(=O)c2ccccc2OC)o1 | 6 | -1 | -3 | -1 | 1.1 | -5 | 7 | 0.94
35 | CCOc1ccccc1N1C(=O)CC(Sc2ncccc2C(=O)O)C1=O (stereo not given) | 9 | -8 | 4 | -1 | 1.2 | -19 | -7 | 0.91
36 | S=C(NCc1ccccc1Cl)NC1CCCC1 | -24 | 14 | -9 | 0 | 1.1 | -7 | 1 | 1.2
37 | COc1ccc(/C=C(/NC(=O)/C=C/c2ccccc2)C(=O)N2CCOCC2)cc1 | -2 | 0 | 9 | 2 | 0.9 | 10 | -1 | 1
38 | COc1ccc(N(Cc2cc3cccc(C)c3[nH]c2=O)S(C)(=O)=O)cc1 | 6 | -2 | 11 | 0 | 0.85 | 15 | -5 | 0.94
39 | COc1ccc(NC(=O)C(=O)N/N=C/c2cccnc2)cc1 | 6 | -6 | -5 | 0 | 0.95 | 5 | -7 | 0.94
40 | COC(=O)c1ccc(CN2CCC(CO)(Cc3ccccc3Cl)CC2)cc1 | 3 | 11 | -5 | -4 | 0.93 | 7 | -5 | 0.97
41 | CCOC(=O)CC[C@H](NC(=O)Cn1cnc2c(NCc3ccccc3)ncnc21)C(=O)OCC | -12 | -1 | -5 | 1 | . | . | -11 | 1.2
42 | CC(=C\C(=O)O)/C(=C/c1ccccc1)C(=O)O | 3 | 8 | -7 | 3 | 1.1 | -6 | -16 | 0.97
43 | CCc1c(C)nc(SCc2cccnc2)[nH]c1=O | 3 | 2 | -2 | 2 | 0.94 | 6 | 14 | 0.97
44 | COc1cc(CNc2ccc3[nH]c(=O)[nH]c3c2)ccc1OCc1c(F)cccc1Cl | -2 | 10 | -3 | -6 | 0.99 | 1 | 22 | 1
45 | CCOc1ccc2nc(COC(=O)c3ccncc3)c(C(=O)c3ccccc3)[n+]([O-])c2c1 | -3 | 2 | 4 | -1 | 0.9 | 10 | -4 | 1
46 | Cc1ccc(C2=C/C(=C\c3cccnc3)C(=O)O2)cc1 | 4 | -22 | -26 | 42* | 1 | -2 | -13 | 0.95
47 | CCn1c(SCC(=O)c2ccc(O)c(O)c2)nnc1-c1ccccc1OC | 44* | 0 | -6 | -3 | 1 | -1 | -16 | 0.56
48 | CCOc1ccc(Oc2ccc(S(=O)(=O)N3CCOCC3)cc2NC(=O)CCNC(C)=O)cc1 | 0 | 0 | 4 | 6 | 0.92 | 8 | -2 | 1
49 | CCOC(=O)N1CCN(C(=O)CSc2ccc3nnc(-c4cccnc4)n3n2)CC1 | -8 | 7 | -6 | -3 | 1 | -3 | -3 | 1.1
50 | COc1ccc(C(=O)c2ccccc2)cc1Br | -4 | 7 | -1 | 6 | 1.1 | -6 | -1 | 1
51 | C[C@H](NCCc1ccc(O)cc1)[C@H](O)c1ccc(O)cc1 | -3 | 2 | 9 | 2 | 1.1 | -14 | -16 | 1
52 | O=C(CSc1nnc2ccccn12)NNC(=O)c1ccc(Cl)cc1 | 0 | 6 | -4 | -6 | 1.4 | -40 | -3 | 1
53 | CCOc1cc(/C=N/NC(=O)c2cccnc2)cc(Br)c1OCC(N)=O | -2 | 16 | -14 | 2 | 0.98 | 2 | -12 | 1
54 | c1ccc(SCc2nc(-c3ccncc3)n[nH]2)nc1 | -4 | 2 | -7 | -3 | 0.88 | 12 | -30 | 1
55 | Cc1cc(=O)[nH]c(=O)n1Cc1ccccc1 | -18 | -3 | -7 | -6 | 1 | -2 | 14 | 1.2
